Screens from PubChem BioAssay.
CHRM5 PAM – human M5 muscarinic receptor positive allosteric modulators, primary screen, CHO-K1 cells, Fluo-8 calcium fluorescence | CHO-K1 hM5, ACh EC20 PAM; 0% = ACh EC20, 100% = ACh EC100 | AID 624038, 2012 | activation, % at 3 µM | Muscarinic acetylcholine receptor M5 (Homo sapiens), P08912 | actives 0.3% (n = 360,000);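 active = activation above the run cutoff, the mean activation of all test compounds plus 3 SD, cut at about 18% in these data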
Target sequence (P08912 whole entry, looked up): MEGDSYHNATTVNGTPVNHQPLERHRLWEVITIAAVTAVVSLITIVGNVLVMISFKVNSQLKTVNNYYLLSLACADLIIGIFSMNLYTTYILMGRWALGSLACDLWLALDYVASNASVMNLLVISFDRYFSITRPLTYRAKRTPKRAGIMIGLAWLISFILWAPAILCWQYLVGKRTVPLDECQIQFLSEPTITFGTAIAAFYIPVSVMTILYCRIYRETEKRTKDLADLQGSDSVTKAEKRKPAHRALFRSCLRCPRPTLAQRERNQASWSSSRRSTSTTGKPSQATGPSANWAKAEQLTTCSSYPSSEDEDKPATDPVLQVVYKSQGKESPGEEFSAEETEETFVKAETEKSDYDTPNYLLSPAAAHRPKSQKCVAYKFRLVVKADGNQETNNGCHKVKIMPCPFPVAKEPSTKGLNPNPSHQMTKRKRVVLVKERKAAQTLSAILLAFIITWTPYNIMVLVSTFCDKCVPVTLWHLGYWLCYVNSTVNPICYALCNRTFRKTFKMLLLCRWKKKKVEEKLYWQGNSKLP
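System: CHO-K1 cell line with stable human muscarinic M5 receptor expression | Also added: EC20 acetylcholine as agonist stimulus | Compound: One concentration, 3 µM final (nominal) | Timing: Fluo-8 loading 80 min at 37 °C plus 30 min room temperature | Measured by: Fluo-8 calcium dye fluorescence, kinetic read | Read-out basis: % activation, ACh-normalized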
M4 PAM – human M4 muscarinic receptor positive allosteric modulators, primary screen, CHO-K1 cells, Fluo-8 calcium fluorescence; CHO-K1 hM4/Gqi5, ACh EC20; 0% = ACh EC20, 100% = maximal ACh; Muscarinic acetylcholine receptor M4 (Homo sapiens), P08173; activation, % at 3 µM; actives 0.4% (n = 360,000); AID 624126, 2012;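 active = activation above its plate's cutoff, the mean activation of sample wells plus 3 SD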; also: some results filed as inactive read as strong as hits
Target sequence (P08173 whole entry, looked up): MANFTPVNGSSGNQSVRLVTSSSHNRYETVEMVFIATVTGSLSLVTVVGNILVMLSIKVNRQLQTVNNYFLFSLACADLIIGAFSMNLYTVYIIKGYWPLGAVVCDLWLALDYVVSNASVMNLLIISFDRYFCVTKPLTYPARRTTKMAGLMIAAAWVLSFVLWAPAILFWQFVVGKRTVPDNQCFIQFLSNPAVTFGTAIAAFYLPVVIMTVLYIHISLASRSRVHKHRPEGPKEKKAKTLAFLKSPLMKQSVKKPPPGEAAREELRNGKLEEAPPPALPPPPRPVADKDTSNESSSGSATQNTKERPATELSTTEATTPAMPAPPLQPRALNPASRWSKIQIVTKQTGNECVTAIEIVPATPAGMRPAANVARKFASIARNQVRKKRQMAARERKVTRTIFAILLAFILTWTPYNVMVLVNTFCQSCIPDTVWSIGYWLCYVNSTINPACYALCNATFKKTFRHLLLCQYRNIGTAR
IDE cell inh – human IDE inhibitors in live cells, primary screen, fluorescence polarization, HEK cells, FAbetaB substrate; inhibition, % at 5.59 µM; Insulin-degrading enzyme (Homo sapiens), P14735; FAbetaB cleavage; actives 0.41% (n = 320,000); AID 434962, 2010;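 active = percent inhibition above the average of all tested compounds plus 3 SD, set per screening campaign, cut at about 16% in these data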;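 also: IDE supplied by intact live HEK cells; FP after avidin binding of uncleaved biotin substrate so inhibition keeps polarization high; 0% = DMSO wells and 100% = 60 µM reference IDE inhibitor Ii1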
M4 ag – human M4 muscarinic receptor agonists, primary screen, CHO-K1 cells, Fluo-8 calcium fluorescence | CHO-K1 hM4/Gqi5; vehicle 0%, full acetylcholine response 100% | AID 624127, 2012 | Muscarinic acetylcholine receptor M4 (Homo sapiens), P08173 | activation, % at 3 µM | actives 0.14% (n = 360,000);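 active = activation above the run mean over all test wells plus 3 SD, cut at about 32% in these data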;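 also: peak over basal fluorescence ratio per well then scaled between controls; 0% = DMSO wells and 100% = acetylcholine at EC100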
CRFR2-BP antag – antagonists of CRF-BP/CRF-R2 complex, primary screen, cell-based, HEK293, calcium dye fluorescence, uHTS | CRF-induced calcium fluorescence | inhibition, % at 11.8 µM | actives 0.59% (n = 350,000) | AID 588475, 2011;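 active = inhibition of the ligand-induced calcium signal above about 50% at the single tested concentration, limit read from the data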
M4 antag – human M4 muscarinic receptor antagonists, primary screen, CHO cells, Fluo-8 calcium fluorescence; CHO-hM4 cells, ACh EC80; Muscarinic acetylcholine receptor M4 (Homo sapiens), P08173; actives 0.73% (n = 360,000); inhibition, % at 3 µM;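 active = inhibition above its plate's cutoff, the mean inhibition of sample wells plus 3 SD, cut at about 27% in these data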;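 also: 0% = acetylcholine EC80 with DMSO and 100% = DMSO without agonist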
CHRM5 agonist – human M5 muscarinic receptor agonists, primary screen, CHO-K1 cells, Fluo-8 calcium fluorescence; CHO-K1 hM5 cells; 0% DMSO wells, 100% maximal acetylcholine response; actives 0.19% (n = 360,000); Muscarinic acetylcholine receptor M5 (Homo sapiens), P08912; AID 624037, 2012; activation, % at 3 µM;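 active = activation above the run's mean over test compounds plus 3 SD, cut at about 23% in these data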;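 also: signal is peak over basal fluorescence ratio across the kinetic read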
CRFBP-R2 agonist – agonists of CRF-BP/CRF-R2 complex, primary screen, cell-based, HEK293, calcium dye fluorescence, uHTS. CRF-binding protein / CRF receptor 2 complex (human). calcium dye fluorescence (FLIPR); percent of saturating CRF peptide response. activation, % at 13.2 µM. actives 0.46% (n = 350,000). AID 588473, 2011;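 active = activation of at least 50%, plus an integration ratio under a set limit after plate pattern correction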;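 also: plate controls were neutral control wells without compound for no effect and CRF at EC100 for full effect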
M5 antag – human M5 muscarinic receptor antagonists, primary screen, CHO cells, Fluo-8 calcium fluorescence. Muscarinic acetylcholine receptor M5 (Homo sapiens), P08912. actives 0.59% (n = 360,000). CHO-hM5 cells, ACh EC80. inhibition, % at 3 µM;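 active = inhibition above a per-plate cutoff, the mean of that plate's test compounds plus 3 SD, cut at about 27% in these data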;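 also: 0% = acetylcholine EC80 with DMSO and 100% = DMSO without agonist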
The depositor's hits bear a star; · = not tested or not shown.

item	Compound	CHRM5 PAM	M4 PAM	IDE cell inh	M4 ag	CRFR2-BP antag
1	O=C(Cc1ccc(Cl)cc1)Nc1ccc(C(=O)N2CCOCC2)cc1	3	9	12	3	0
2	CCOc1ccc2cc(S(=O)(=O)N3CCCCC3)ccc2c1	-1	0	5	1	7
3	CC(C)Oc1cccc(C(=O)N2CCCC2)c1	15	4	-2	0	6
4	COC(=O)c1sccc1NC(=O)CC1C(=O)NCCN1C(=O)c1ccc(F)cc1 (stereo unspecified)	1	19	7	0	1
5	CC1(C)CC(=O)C2=C(C1)OC(N)=C(C#N)[C@@H]2c1ccccc1[N+](=O)[O-]	3	-4	9	3	-9
6	COc1ccc(NC(=O)CN(C)C(=O)c2c(C)nn(-c3ccccc3)c2Cl)cc1	2	5	2	0	-8
7	O=S(=O)(c1ccccc1)c1nc(-c2ccc(F)cc2)oc1NCC1CCCO1 (stereo unspecified)	1	2	-3	1	4
8	CCOc1ccc2oc(-c3ccccc3)c(C(=O)N(C)C)c2c1	3	2	7	4	0
9	COc1ccc(NC(=O)Nc2ccccc2C(N)=O)cc1	-2	-1	-1	2	5
10	O=C(NCc1ccco1)c1cc(-c2cccnc2)nc2ccccc12	-11	-12	8	7	-6

item	M4 antag	CHRM5 agonist	CRFBP-R2 agonist	M5 antag
1	-8	8	12	0
2	12	-4	-0.7	4
3	3	4	-0.6	-10
4	-22	-3	0.7	5
5	4	9	6.2	5
6	1	-1	-1.2	6
7	-13	-1	-0.4	0
8	-9	-1	-0.3	-10
9	-2	-1	-0.2	2
10	8	3	-1.1	5

Rewritten with values under each structure: part of the list above
Sequence of screens: CHRM5 PAM	M4 PAM	IDE cell inh	M4 ag	CRFR2-BP antag	M4 antag	CHRM5 agonist	CRFBP-R2 agonist	M5 antag
#5 CC1(C)CC(=O)C2=C(C1)OC(N)=C(C#N)[C@@H]2c1ccccc1[N+](=O)[O-]
  3	-4	9	3	-9	4	9	6.2	5
#6 COc1ccc(NC(=O)CN(C)C(=O)c2c(C)nn(-c3ccccc3)c2Cl)cc1
  2	5	2	0	-8	1	-1	-1.2	6

Next part
item	Compound	CHRM5 PAM	M4 PAM	IDE cell inh	M4 ag	CRFR2-BP antag
11	O=C(NC1CCCCC1)c1ccc(-n2cncn2)c([N+](=O)[O-])c1	0	5	-1	2	11
12	NC(=O)C1(N2CCCCC2)CCN(C(=S)Nc2cc(F)cc(F)c2)CC1	0	2	-2	2	-9
13	N#C/C(=C(/O)CCl)c1nc2c(s1)CCc1ccccc1-2	8	1	0	3	-7
14	N#CC(C#N)=NNc1ccc(S(=O)(=O)N2CCCCC2)cc1	-10	9	-3	7	66*
15	O=C(Oc1cc(-c2ccccc2)no1)c1ccc(F)cc1	6	19	5	0	8
16	Cc1ccc(-c2c(C(=O)O)c(C(=O)O)c3n2CCC3)cc1	7	0	-1	1	13
17	CN(/N=C/c1cccnc1)c1cnn(-c2ccc(F)c(Cl)c2)c(=O)c1Cl	0	7	-4	0	-4
18	Nc1[nH]c(C(=O)c2ccc(Br)cc2)c(-c2ccc(Br)cc2)c1C(=O)NCCc1c[nH]c2ccccc12	-4	3	·	3	·
19	CC1(C)CC(=O)C=C(c2ccc(COC(=O)C(c3ccccc3)c3ccccc3)cc2)C1=O	-5	-6	·	-1	14
20	c1ccc(C(c2ccccc2)c2noc(CN3CCN(CC4CC4)CC3)n2)cc1	-33	-24	-1	1	2

item	M4 antag	CHRM5 agonist	CRFBP-R2 agonist	M5 antag
11	-7	3	-0.9	7
12	0	-3	1.6	1
13	-22	-3	1.3	1
14	-7	9	99*	13
15	-4	-2	2.9	-1
16	2	4	-0.7	-3
17	-6	-2	-0.3	-3
18	-8	7	·	2
19	2	1	-0.4	2
20	31*	-18	-0.7	24

(continued)
item	Compound	CHRM5 PAM	M4 PAM	IDE cell inh	M4 ag	CRFR2-BP antag
21	Cc1ccc(NC(=O)c2cc(NC(=O)c3ccco3)ccc2N2CCOCC2)cc1Cl	-4	1	0	7	6
22	O=C(CCSCc1ccccc1Cl)N1CCN(c2cccc(Cl)c2)CC1	0	23*	-2	0	1
23	CC(NS(=O)(=O)c1ccc(OCC(=O)NCc2ccncc2)cc1)c1ccccc1 (stereo unspecified)	-1	5	1	1	-5
24	C/C(=N\NC(=O)Cc1cccn1C)c1cccc2ccccc12	0	2	11	-1	-3
25	CCOCC(=O)N1CCc2ccccc21	-3	5	1	0	-8
26	Cc1cc(SCC(=O)c2cc(C)n(C)c2C)nc2ccccc12	0	10	-2	1	39
27	CNC(=S)N/N=C/c1cc(C)n(-c2ccc(Cl)c(Cl)c2)c1C	2	12	10	0	-120
28	NC(=O)c1ccc(/C=N/O)nc1	5	2	-2	1	5
29	Cc1ccc(NC(=O)Nc2nnc(-c3ccncc3)s2)cc1C	-9	-7	-1	8	-16
30	C[C@H](O)C#Cc1ccc2c(c1)O[C@@H](CN(C)C(=O)c1ccncc1)[C@@H](C)CN([C@H](C)CO)S2(=O)=O	2	6	·	0	18

item	M4 antag	CHRM5 agonist	CRFBP-R2 agonist	M5 antag
21	-15	-6	0.3	1
22	-17	-1	-1.5	-11
23	-5	-4	-1.3	5
24	1	-1	-1.8	9
25	-10	-1	-2.3	-9
26	-7	-1	-3.3	-1
27	13	-1	-2.8	-3
28	10	2	0.8	9
29	-13	1	6.7	-10
30	-6	0	1.9	10

(listing goes on)
item	Compound	CHRM5 PAM	M4 PAM	IDE cell inh	M4 ag	CRFR2-BP antag
31	O=C1c2ccccc2C(=O)N1Cc1cc(-c2ccc(Cl)cc2)no1	-1	4	3	1	-13
32	Cc1occc1C(=O)N1CCCC(N2CCN(c3cccc(C(F)(F)F)c3)CC2)C1 (stereo unspecified)	14	0	-2	6	0
33	CCCC(C)(C)C(=O)N1CCC1(C)C(=O)Nc1ccc(OC)c(OC)c1 (stereo unspecified)	1	-2	·	0	·
34	CCOC(=O)/C(C#N)=C/c1c(OCC)n(CC)c2ccccc12	-11	-7	0	2	-9
35	Cc1ccc(C)c(-c2cc(C(=O)NC3CC3)c3ccccc3n2)c1	-10	-6	·	6	-2
36	CCN(c1ccccc1)S(=O)(=O)c1ccc(OC)c(NC(=O)CNCC(C)O)c1 (stereo unspecified)	-6	6	4	2	-9
37	CC(C)Oc1ccc(C(CC(=O)O)NC(=O)CSc2ncn[nH]2)cc1 (stereo unspecified)	3	7	4	1	-8
38	N#Cc1cccc(C(=O)C(=O)N2CCCN(Cc3ccc(F)cc3)CC2)c1	-1	-4	·	2	·
39	CCCn1c(=O)c(C(=O)NCc2ccncc2)c(O)c2ccccc21	-2	-3	0	0	-3
40	O=C1CN(c2ccc(Cl)cc2)C2(CCCCC2)S1	-1	-5	6	-1	39

item	M4 antag	CHRM5 agonist	CRFBP-R2 agonist	M5 antag
31	3	0	1.4	-5
32	-3	-3	0.5	-4
33	-4	1	·	4
34	-1	-6	0.7	11
35	2	-2	-0.3	19
36	-5	0	0.1	1
37	-8	-4	1.9	0
38	8	0	·	2
39	-3	-1	0.7	0
40	-8	-8	-13	-13

Remaining list, next part:
item	Compound	CHRM5 PAM	M4 PAM	IDE cell inh	M4 ag	CRFR2-BP antag
41	C#Cc1cccc(Nc2nc(NCCOC)nc3ccsc23)c1	-11	-11	·	18	·
42	Cc1nn(CC(=O)O)c(C)c1NC(=O)c1cccs1	2	6	1	0	-14
43	CCN1CCN(C2=C(NS(=O)(=O)c3ccccc3)C(=O)c3ccccc3C2=O)CC1	1	10	-1	1	-6
44	COc1ccc(C(C(=O)NC2CCCCC2)N(Cc2ccco2)C(=O)c2ccccn2)c(OC)c1 (stereo unspecified)	-2	-1	2	0	0
45	CCOc1ccccc1C(=O)NCCC(=O)O	-5	2	7	1	-4
46	COc1cc(C)c(Cl)c(C)c1S(=O)(=O)NC1CC(C)(C)NC(C)(C)C1	8	-4	6	3	-10
47	COc1ccc(CCNc2cc(C)nc3c(-c4ccc(Cl)cc4)cnn23)cc1OC	1	3	1	0	-1
48	CC(CC(F)(F)F)N1CCC(n2nccc2NC(=O)CCOc2ccccc2)CC1 (stereo unspecified)	-2	3	-9	4	-4
49	COc1ccccc1/C=N/NC(=O)c1[nH]c(C)c(C(=O)N/N=C/c2ccccc2OC)c1C	-3	3	-2	3	-1
50	C[C@H](CO)N1C[C@H](C)[C@@H](CN(C)S(C)(=O)=O)Oc2ccc(NC(=O)CCC(F)(F)F)cc2C1=O	0	13	1	2	12

item	M4 antag	CHRM5 agonist	CRFBP-R2 agonist	M5 antag
41	14	5	·	16
42	-12	-4	2.2	-5
43	-4	-3	2.2	7
44	7	0	-0.7	13
45	2	0	-0.1	5
46	-14	-8	7.2	5
47	-9	-4	2.1	1
48	0	-1	-0.4	0
49	13	-1	1.1	5
50	7	0	-1.8	9

An excerpt from above with just M4 PAM, M4 antag and M4 ag:
entry | Molecule | M4 PAM | M4 antag | M4 ag
44 | COc1ccc(C(C(=O)NC2CCCCC2)N(Cc2ccco2)C(=O)c2ccccn2)c(OC)c1 (stereo unspecified) | -1 | 7 | 0
45 | CCOc1ccccc1C(=O)NCCC(=O)O | 2 | 2 | 1
46 | COc1cc(C)c(Cl)c(C)c1S(=O)(=O)NC1CC(C)(C)NC(C)(C)C1 | -4 | -14 | 3

More records:
item	Compound	CHRM5 PAM	M4 PAM	IDE cell inh	M4 ag	CRFR2-BP antag
51	Cc1cccc(N2C(=O)CC(N3CCC(c4nc5ccccc5[nH]4)CC3)C2=O)c1 (stereo unspecified)	-4	-1	-1	0	-6
52	COc1cc(C(=O)NCCC2=CCCCC2)ccc1OCc1c(C)noc1C	-11	3	4	2	-4
53	CC1CC(C)CN(CCCNC(=O)C2CCCN(S(=O)(=O)N3CC(C)CC(C)C3)C2)C1 (stereo unspecified)	-1	-15	4	1	0
54	Cc1ccc(S(=O)(=O)N(C)C)cc1NC(=O)COC(=O)C1CCCC1	0	3	5	2	-4
55	Cc1cnc(C(=O)Nc2ccccc2-n2cccc2)cn1	4	9	5	0	17
56	O=C(CSc1nnc(-c2ccccc2)c(-c2ccccc2)n1)NCC1CCCO1 (stereo unspecified)	-8	3	4	0	8

item	M4 antag	CHRM5 agonist	CRFBP-R2 agonist	M5 antag
51	5	-2	-0.1	-4
52	-2	-1	-0.4	9
53	-1	-9	0.6	10
54	-9	1	1.8	-1
55	-7	-8	4.2	2
56	-13	-6	-1.3	11

Full records as entered above. Values in the order: CHRM5 PAM	M4 PAM	IDE cell inh	M4 ag	CRFR2-BP antag	M4 antag	CHRM5 agonist	CRFBP-R2 agonist	M5 antag
Record of `O=C(CSc1nnc(-c2ccccc2)c(-c2ccccc2)n1)NCC1CCCO1` (stereo unspecified) : -8	3	4	0	8	-13	-6	-1.3	11
Record of `CCOCC(=O)N1CCc2ccccc21` : -3	5	1	0	-8	-10	-1	-2.3	-9
